MIN6 prolif: induces beta-cell replication in MIN6 cells | MIN6 cells proliferation, ATPlite luminescence, 48 h; cells starved in 0.2% serum; 100% = growth in 10% serum | proliferation, % at 10 µM | 0.29% of 330,000 active | AID 2380;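 active = compounds whose signal lies at least 3.5 SD above the mean of all wells on their plate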;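 note: 0% = DMSO-treated cells in low-serum medium and 100% = 10% serum control; some compounds called inactive have numbers as strong as hits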
MPTP block: permeability transition pore inhibition; isolated mouse mitochondria, Ca2+ swelling absorbance, 30 min; inhibition, % at 10 µM; 1.4% of 360,000 active; AID 602449;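 active = inhibition of 50% or more, scaled per plate between neutral and stimulator controls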;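 note: 0% = DMSO wells given calcium and 100% = 1 mM EGTA wells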
A3G deaminase: inhibitors of human APOBEC3G DNA deaminase | Q9HC16 | recombinant A3G, ssDNA deamination FAM/TAMRA fluorescence | inhibition, % at 20 µM | 0.28% of 330,000 active | AID 493012;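 active = inhibition of at least 40% at 20 µM, with no more than 30% in the related APOBEC3A deaminase screen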;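 note: plate controls were DMSO wells with A3G for no effect and wells lacking A3G enzyme for full effect; some compounds called inactive have numbers as strong as hits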
Target sequence (Q9HC16 whole entry, looked up): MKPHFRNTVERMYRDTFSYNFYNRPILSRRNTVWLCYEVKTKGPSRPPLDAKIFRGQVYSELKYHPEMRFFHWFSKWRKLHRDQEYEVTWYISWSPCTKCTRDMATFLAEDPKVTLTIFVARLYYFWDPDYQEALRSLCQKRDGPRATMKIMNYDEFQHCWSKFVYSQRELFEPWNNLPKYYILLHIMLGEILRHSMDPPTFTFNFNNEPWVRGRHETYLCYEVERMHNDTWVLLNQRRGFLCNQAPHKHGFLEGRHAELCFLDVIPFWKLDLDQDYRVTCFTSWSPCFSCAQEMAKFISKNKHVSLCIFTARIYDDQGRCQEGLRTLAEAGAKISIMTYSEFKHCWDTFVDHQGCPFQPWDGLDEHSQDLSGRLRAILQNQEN
mIAP act: increases mouse intestinal alkaline phosphatase activity; muIAP, CDP-Star luminescence, 30 min; active compounds read high; 1 = vehicle-only enzyme signal, 0 = enzyme-free wells; 0.24% of 330,000 active; AID 2805; activation factor at 10 µM;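 active = activation factor of at least 2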; note: the source names both 10 and 20 µM as test concentration; values of inactives mirror those of a sister screen read the other way
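System: mouse IAP enzyme. Reagent: CDP-Star chemiluminescent phosphatase substrate. Benchmarks: DMSO wells, no-enzyme wells. Times: 30 min enzyme-substrate-compound incubation at room temperature. Detection: luminescence from enzymatic CDP-Star hydrolysis. Doses: test compounds delivered from DMSO solution.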
APOBEC3A inh: blocks human APOBEC3A ssDNA deamination; P31941; recombinant A3A, FAM/TAMRA ssDNA deamination fluorescence; inhibition, % at 20 µM; 0.41% of 330,000 active; AID 493011;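 active = at least 40% inhibition at 20 µM here, with at most 30% in a related deaminase screen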;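 note: plate controls were A3A with DMSO for no effect and wells lacking A3A enzyme for full effect; some results filed as inactive read as strong as hits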
Target sequence (P31941 whole entry, looked up): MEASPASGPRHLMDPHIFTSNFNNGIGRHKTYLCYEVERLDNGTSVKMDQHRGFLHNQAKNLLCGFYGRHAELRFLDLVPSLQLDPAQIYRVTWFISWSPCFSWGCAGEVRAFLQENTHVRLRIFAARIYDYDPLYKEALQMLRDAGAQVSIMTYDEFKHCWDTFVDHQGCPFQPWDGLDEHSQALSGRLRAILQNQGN
mIAP inh: blocks mouse intestinal alkaline phosphatase. purified mouse IAP, CDP-Star luminescence, 30 min. inhibition, % at 10 µM. 0.2% of 330,000 active. AID 2806;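 active = inhibition of at least 40% at 10 µM in the primary screen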;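 note: plate controls were DMSO with enzyme for no effect and no enzyme wells for full effect; values of inactives mirror those of a sister screen read the other way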
hIAP inh: blocks human intestinal alkaline phosphatase. purified IAP, CDP-Star luminescence, 30 min. inhibition, % at 10 µM. P09923. 0.12% of 330,000 active. AID 2544;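 active = inhibition reaching a set limit with compound at 10 µM in the primary screen, cut at about 35% in these data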;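 note: plate controls were DMSO wells with enzyme for no effect and no-enzyme buffer wells for full effect; values of inactives mirror those of a sister screen read the other way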
GRIN3A LBD mod: NR3A (human) ligand-binding domain modulation; NR3A LBD differential scanning fluorimetry, Tm shift; 0% = protein alone, 100% = glycine-bound protein; Tm shift relative to glycine control, % at 25 µM; 2.5% of 340,000 active;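 active = melting temperature shift of at least 10% of the positive control shift, at one fixed dose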
hIAP act: increases human intestinal alkaline phosphatase activity; activation factor at 10 µM; 0.16% of 330,000 active; purified human IAP, CDP-Star luminescence, 30 min; active compounds read high; 1 = vehicle-only enzyme, 0 = enzyme-free background; P09923;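 active = activation factor of the enzyme at least 2-fold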; note: the source names both 10 and 20 µM as test concentration; values of inactives mirror those of a sister screen read the other way
Numbers without * were called inactive; . = not tested or not shown.

#	compound	MIN6 prolif	MPTP block	A3G deaminase	mIAP act	APOBEC3A inh
1	CN(C)S(=O)(=O)N1CCc2ccccc21	-2	-0.1	-2	1.1	1
2	COc1ccc(NC(=O)NN2CCN(C)CC2)c(OC)c1	-1	-0.4	-3	0.96	-2
3	O=C(Nc1c2c(nn1-c1ccccc1)CS(=O)(=O)C2)c1cccs1	-3	-0.8	-6	0.93	-6
4	CCOC(=O)C1CCN(Cc2cccc(OCc3ccccc3)c2)CC1	-3	-0.4	-11	0.89	-6
5	Cc1nn(C)cc1N1C(=O)c2cccc3c(N)ccc(c23)C1=O	-2	-0.1	-99	0.95	-46
6	Cc1ccc(S(=O)(=O)N2CCCC2C(=O)NCc2ccc3c(c2)OCO3)cc1 (stereo not given)	-3	0.6	1	0.98	2
7	Cc1ccccc1-n1nc2c(c1NC(=O)COc1ccc(Cl)cc1)CS(=O)C2 (stereo not given)	-3	-1.1	-8	0.99	-5
8	COc1cc(C(=S)N2CCOCC2)cc(OC)c1OC(=O)c1cc([N+](=O)[O-])c(C)c([N+](=O)[O-])c1	-2	-0.5	-8	1	-1
9	COc1ccc(OCc2nnc(SCC(=O)Nc3ccccc3Cl)o2)cc1	0	1.1	-9	0.83	-2
10	O=C1CC(Sc2ncn[nH]2)C(=O)N1c1ccccc1 (stereo not given)	-3	-2.7	42*	0.97	0

#	mIAP inh	hIAP inh	GRIN3A LBD mod	hIAP act
1	-15	6	0	0.94
2	4	-3	1	1
3	7	7	-2	0.93
4	11	0	-3	1
5	4	-2	-1	1
6	2	-1	1	1
7	1	12	1	0.88
8	0	-26	-2	1.3
9	17	-13	-2	1.1
10	3	-12	3	1.1

(cont.)
#	compound	MIN6 prolif	MPTP block	A3G deaminase	mIAP act	APOBEC3A inh
11	COc1cc(CNCCCN2CCOCC2)cc(Br)c1OCC(=O)N1CCCCC1	-3	7.5	-3	0.97	0
12	CC(C)(C)NC(=O)CN1CCN(C(=O)CCl)CC1	-3	0.1	-10	1.2	-4
13	CN(CCNC(=O)c1ccc(N2CCCC2=O)cc1)CCc1ccccc1	-3	-1.2	-2	1.1	-3
14	O=C(Nc1ccccc1)c1cccc(S(=O)(=O)N2CCCCC2)c1	-1	1.7	-7	0.89	0
15	O=[N+]([O-])c1cccnc1Oc1ccc(C2SCCS2)cc1	-1	1.1	-9	0.94	-4
16	Cc1cc(Sc2nccn2C)ncc1[N+](=O)[O-]	-1	-0.2	-4	0.94	-1
17	CSC(=NCc1cccnc1)NS(=O)(=O)c1cccs1	0	-2.4	-5	0.95	-9
18	CCN(CC(=O)Nc1cc(C)c(Cl)cc1OC)CC(=O)NC1CCS(=O)(=O)C1 (stereo not given)	0	0.6	0	1	1
19	CCC(C)(C)C(=O)Nc1ncc(S(=O)(=O)c2ccc([N+](=O)[O-])cc2)s1	-2	-0.4	-1	0.99	-1
20	CCCCCc1c(O)nc(SCCN(C)C)[nH]c1=O	-4	0.9	-6	0.97	-4

#	mIAP inh	hIAP inh	GRIN3A LBD mod	hIAP act
11	3	14	-4	0.86
12	-20	-19	-1	1.2
13	-10	-6	0	1.1
14	12	20	-2	0.8
15	6	15	1	0.85
16	6	-7	-1	1.1
17	5	18	0	0.82
18	-5	-13	0	1.1
19	1	13	-20	0.87
20	3	-19	0	1.2

Continued.
#	compound	MIN6 prolif	MPTP block	A3G deaminase	mIAP act	APOBEC3A inh
21	COc1cc(C=NNC(=O)Cn2nc(C)cc2C)ccc1OC(=O)C1CC1	-1	-0.6	-4	0.93	-3
22	COc1ccc(C)cc1NC(=O)CSc1nnc(-c2cc3cccc(OC)c3o2)n1N	2	0.7	-6	1.1	3
23	COc1ccc(N2CC(C(=O)Nc3ccc(S(=O)(=O)Nc4nccs4)cc3)CC2=O)c(OC)c1 (stereo not given)	0	-1.0	-4	1	0
24	CCN1CCN(S(=O)(=O)c2ccc(OC)c(NC(=O)c3ccccc3F)c2)CC1	1	-1.5	7	0.94	1
25	CC(C)(C)NC(=O)C(=O)NN=C1CCCCCC1	-1	1.7	-6	1	-3
26	CCS(=O)(=O)c1nc(S(=O)(=O)c2ccc(Cl)cc2)c(N2CCCC2)s1	-2	-1.3	7	1	-1
27	CCOc1ccc(NC(=O)CSc2nc(NS(=O)(=O)c3ccc(C)cc3)cc(=O)[nH]2)cc1	-4	-0.4	-6	1.1	-5
28	O=C(Nc1ccc(CN2CCOCC2)cc1)c1cc2ccccc2o1	-2	0.6	0	0.91	5
29	O=C(Nc1ccc(Nc2ccccc2)cc1)c1ccc(Cl)cc1	-5	38	-5	0.94	-2
30	COc1ccc(Nc2oc(COc3ccc(Cl)cc3)nc2C#N)cc1	0	2.8	-1	0.93	4

#	mIAP inh	hIAP inh	GRIN3A LBD mod	hIAP act
21	7	14	1	0.86
22	-9	-18	4	1.2
23	-1	-1	0	1
24	6	-19	3	1.2
25	-5	-7	1	1.1
26	-4	8	0	0.92
27	-7	15	-1	0.85
28	9	0	0	1
29	6	17	32*	0.83
30	7	12	2	0.88

Entries of single compounds from above. Order of values: MIN6 prolif | MPTP block | A3G deaminase | mIAP act | APOBEC3A inh | mIAP inh | hIAP inh | GRIN3A LBD mod | hIAP act
COc1ccc(C)cc1NC(=O)CSc1nnc(-c2cc3cccc(OC)c3o2)n1N is listed as 2 | 0.7 | -6 | 1.1 | 3 | -9 | -18 | 4 | 1.2
CC(C)(C)NC(=O)C(=O)NN=C1CCCCCC1 is listed as -1 | 1.7 | -6 | 1 | -3 | -5 | -7 | 1 | 1.1
O=C(Nc1ccc(CN2CCOCC2)cc1)c1cc2ccccc2o1 is listed as -2 | 0.6 | 0 | 0.91 | 5 | 9 | 0 | 0 | 1
COc1cc(C=NNC(=O)Cn2nc(C)cc2C)ccc1OC(=O)C1CC1 is listed as -1 | -0.6 | -4 | 0.93 | -3 | 7 | 14 | 1 | 0.86
COc1ccc(Nc2oc(COc3ccc(Cl)cc3)nc2C#N)cc1 is listed as 0 | 2.8 | -1 | 0.93 | 4 | 7 | 12 | 2 | 0.88

Following part:
#	compound	MIN6 prolif	MPTP block	A3G deaminase	mIAP act	APOBEC3A inh
31	CC(Sc1nnc(Cc2cccs2)n1C1CCCCC1)C(=O)N1CCc2ccccc21 (stereo not given)	-2	1.3	-1	0.89	3
32	COc1ccc2oc(C(=O)N3CCc4ccccc43)c(C)c2c1	-6	0.7	-8	0.99	-1
33	CC(=O)Oc1ccc2oc(=O)c3c(c2c1)CCCN3C(=O)CN1CCOCC1	-3	-1.6	0	1	-1
34	CC(C)(C)n1nc2c(c1NC(=O)c1ccc(F)c(F)c1)CS(=O)(=O)C2	2	0.5	-8	1.1	-5
35	CC1=C(C(=O)OC(C)C)C(c2ccc(Br)s2)NC(=O)N1C (stereo not given)	-3	0.8	5	1.1	3
36	CCN(CC(=O)Nc1ccccc1C(F)(F)F)C(=O)Cc1ccccc1	-2	-1.0	16	1.1	1
37	Cc1ccc(CSc2nnc(-c3ccco3)n2N)cc1	-3	-0.1	-4	1	-3
38	CNC(=O)c1c(NC(=O)c2cccc(N3C(=O)CCC3=O)c2)sc2c1CCC2	1	1.5	-6	1	-4
39	COc1cc(/C=C2\SC(=O)N(CC(=O)Nc3ccccc3F)C2=O)cc(Cl)c1O	-3	1.6	-23	0.8	-3
40	O=C(/C=C/c1ccccc1)NC(=S)Nc1ccccc1C(=O)NC1CCCCC1	-4	4.6	1	0.92	-1

#	mIAP inh	hIAP inh	GRIN3A LBD mod	hIAP act
31	12	-4	-1	1
32	1	0	-1	1
33	-2	2	-4	0.98
34	-11	13	2	0.87
35	-6	-1	-2	1
36	-10	2	-3	0.98
37	-1	-28	-5	1.3
38	0	4	-1	0.96
39	20	-8	-5	1.1
40	8	14	25*	0.86

(more compounds)
#	compound	MIN6 prolif	MPTP block	A3G deaminase	mIAP act	APOBEC3A inh
41	C/C(=N\NC(=S)NCC(C)(C)C)c1cc(F)cc(F)c1O	-3	85*	-6	1	-3
42	CC(C)(C)NC(=O)COC(=O)c1ccccc1Nc1ccc(SC(F)F)cc1	-3	40	-2	0.94	1
43	O=C(COC(=O)c1ccc(Cl)cc1[N+](=O)[O-])NNC(=O)c1cccs1	-4	-2.0	-5	0.88	0
44	CN(Cc1ccccc1)C(=O)COc1ccc(N(C)S(=O)(=O)c2ccc(F)cc2)cc1	-2	1.6	-4	0.92	5
45	COCCNC(=O)/C(C#N)=C/c1c(N2CCN(C)CC2)nc2c(C)cccn2c1=O	-2	-1.3	-6	1	-3
46	O=S(=O)(/N=C(/Nc1cccc2ccccc12)c1ccc(F)cc1)c1ccccc1	-3	0.6	1	0.97	1
47	CN1CCc2c(sc(NC(=O)c3ccc4ccccc4c3)c2C(N)=O)C1	-7	0.9	-6	0.99	-3
48	N#Cc1ccc(COC(=O)CC(NC(N)=O)c2ccc(Cl)cc2)cc1 (stereo not given)	0	-1.1	-6	1	-2
49	C=C(C)COc1ccc(-c2[nH]ncc2Oc2cccc(OC)c2)c(O)c1	-5	7.1	-5	1	-4
50	COC(=O)c1ccc(OC)c(CSc2nnc(-c3ccc(C(C)(C)C)cc3)o2)c1	-5	.	0	0.93	0

#	mIAP inh	hIAP inh	GRIN3A LBD mod	hIAP act
41	-1	-31	6	1.3
42	6	-10	-2	1.1
43	12	9	0	0.91
44	8	8	-1	0.92
45	-2	16	-4	0.84
46	2	17	-8	0.83
47	1	14	.	0.86
48	-2	-2	1	1
49	-1	-82	0	1.8
50	7	5	-1	0.95

(further entries)
#	compound	MIN6 prolif	MPTP block	A3G deaminase	mIAP act	APOBEC3A inh
51	O=C(NCC1CCCO1)c1onc(CSc2ccc(F)c(F)c2)c1C(=O)O (stereo not given)	4	-1.3	-7	0.98	-1
52	CCOC(=O)/C=C/COc1ccccc1[N+](=O)[O-]	2	-0.5	-6	1	-2
53	CCCc1cc(=O)oc2cc(C)cc(OCC(=O)Nc3cccnc3)c12	5	1.2	1	1	0
54	O=C(COC(=O)Cc1cccc(C(F)(F)F)c1)NCc1ccco1	-2	-0.2	25	0.97	32
55	Cc1ccsc1C(=O)NCc1ccc(F)cc1	-1	0.2	-5	1.1	1
56	COc1ccc(OC)c(S(=O)(=O)N2CCC(C(=O)Nc3cc(C)ccc3C)CC2)c1	-3	2.0	-3	1.2	0
57	C=CCN1C(=O)c2ccc(C(=O)N(C)CC(=O)Nc3ccc(OCC)c(OCC)c3)cc2C1=O	2	1.8	-10	0.95	0
58	Cc1cccc(OCC(O)CN2CCOCC2)c1 (stereo not given)	0	0.4	-4	1	-4
59	O=C(C1CC1)N1CCc2cc(S(=O)(=O)N3CCOCC3)ccc21	0	-0.5	1	0.75	4
60	Cc1cc2ncn(-c3ncnc4sc(C)c(C)c34)c2cc1C	-3	0.6	-4	0.89	-1
61	O=C(Nc1ccc(NC(=O)C2CC2)nc1)c1cnccn1	-1	1.6	-2	0.91	0
62	COc1ccc(NC(=O)C2COc3ccccc3O2)cc1 (stereo not given)	-4	1.4	0	1.1	-3
63	Cc1ccnc(NC(=O)c2cccs2)c1	-2	-3.2	-1	1.1	4

#	mIAP inh	hIAP inh	GRIN3A LBD mod	hIAP act
51	2	-1	2	1
52	0	10	2	0.9
53	-4	-4	-3	1
54	3	10	-2	0.9
55	-8	-1	4	1
56	-17	-3	-1	1
57	5	-7	-1	1.1
58	-3	-6	-1	1.1
59	25	5	2	0.95
60	11	7	-1	0.93
61	9	-18	0	1.2
62	-8	-28	3	1.3
63	-13	8	1	0.92

Assay outcomes deposited in PubChem by Sanford-Burnham Center for Chemical Genomics.
